# SDO1 yeast rescue: restores growth of sdo1-depleted yeast; 140,000 compounds, 0.21% hits; z-score at 10 µM; S. cerevisiae sdo1-depleted JHY4D growth rescue, OD600 30 h; active compounds read high; pdr5 snq2 efflux-pump mutant strain; AID 817;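 active = z-score above 3 at both the 24 hr and the 30 hr optical density reads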;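 also: z-score against mean and SD of all compound wells on the same plate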
# Insulin prom inh: TRM-6 insulin promoter activity inhibition; AID 1273; TRM-6 cells (human fetal islet line), insulin promoter-eGFP reporter, imaging; reporter expression induced with tamoxifen; inhibition, % at 2 µM; 130,000 compounds, 0.9% hits;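 active = inhibition above the mean plus 3 SD, with well images judged a real hit on visual review, cut at about 60% in these data, passing the limit was not always enough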
# SDO1 yeast rescue Rescue 24 h: second read-out of SDO1 yeast rescue, no call of its own (marks repeat the call); z-score; S. cerevisiae sdo1-depleted JHY4D growth rescue, OD600; measured here: growth rescue at 24 h;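 0 is the plate mean of compound wells and units are plate SD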
# * = called active by the depositor; / = no result given. A portion of the library; the hit share may differ from the screen's.
Molecule	SDO1 yeast rescue	SDO1 yeast rescue Rescue 24 h	Insulin prom inh
COc1cc([N+](=O)[O-])ccc1N/C=C/C(=O)c1cccs1	-1.2	0.45	-71
Cc1cc(C)n(-c2ccc(C(=O)NC(C)C)cc2)n1	0.28	-0.86	-76
O=C(COC(=O)/C=C/c1ccco1)Nc1cccc([N+](=O)[O-])c1	0.7	1.4	9
Oc1ccc(F)cc1-c1cc(-c2ccc3c(c2)OCCO3)n[nH]1	-3.4	-2.6	28
CCOC(=O)c1cnc(SCc2nc(N)nc(Nc3ccccc3)n2)nc1N	0.37	0.86	-31
Cc1ccccc1Oc1nc2ccccn2c(=O)c1/C=C(\C#N)C(=O)Nc1c(C)n(C)n(-c2ccccc2)c1=O	-0.68	-0.91	/
COc1cccc(C2C3=C(CCCC3=O)Nc3nc(-c4cc(OC)c(OC)c(OC)c4)nn32)c1 (stereo not given)	0.01	-0.38	23
O=C(N/N=C/c1cc2c(cc1Cl)OCO2)c1ccncc1	-0.18	0.2	-8
Oc1ccccc1-c1nnc(-c2ccc(C(F)(F)F)cc2)o1	0.36	0.13	15
CC(C)CNC(=O)COC(=O)c1cc(S(=O)(=O)N(C)C)ccc1N1CCCC1	/	/	37
Cc1ccc(S(=O)(=O)c2nc(C(C)(C)C)oc2N2CCOCC2)cc1	1.3	0.19	22
O=C(NCC(c1ccco1)N1CCN(c2ccccc2F)CC1)OCc1ccccc1 (stereo not given)	-0.82	-0.57	/

# Single records, as listed above. Screens in order: SDO1 yeast rescue	SDO1 yeast rescue Rescue 24 h	Insulin prom inh
# Cc1cc(C)n(-c2ccc(C(=O)NC(C)C)cc2)n1 is listed as 0.28	-0.86	-76
# COc1cccc(C2C3=C(CCCC3=O)Nc3nc(-c4cc(OC)c(OC)c(OC)c4)nn32)c1 (stereo not given) is listed as 0.01	-0.38	23
# Cc1ccccc1Oc1nc2ccccn2c(=O)c1/C=C(\C#N)C(=O)Nc1c(C)n(C)n(-c2ccccc2)c1=O is listed as -0.68	-0.91	/
# O=C(NCC(c1ccco1)N1CCN(c2ccccc2F)CC1)OCc1ccccc1 (stereo not given) is listed as -0.82	-0.57	/
# O=C(COC(=O)/C=C/c1ccco1)Nc1cccc([N+](=O)[O-])c1 is listed as 0.7	1.4	9

# (continued)
Molecule	SDO1 yeast rescue	SDO1 yeast rescue Rescue 24 h	Insulin prom inh
Cn1c(N)c(C(=O)COC(=O)CCC2CCCCC2)c(=O)n(C)c1=O	/	/	-10
CNc1nc2sc3c(c2c(=O)n1C)CC(C)(C)SC3	0.46	0.38	0
CCCCCNC(=O)c1cccnc1SCC(=O)Nc1ccccc1OC	-0.38	-0.23	19
CCc1c(C)nc2ncnn2c1N1CCC(C(=O)Nc2ccc(C)cc2)CC1	0.78	0.22	-119
CCc1sc(NC(=O)CN2CCOCC2)nc1-c1ccccc1	-0.47	-0.08	13
CCC(C)C(=O)Nc1cccc(SC)c1 (stereo not given)	/	/	18
CN(C)c1ncc(C(=O)O)cn1	0.36	-0.01	22
CC(O)(CS(=O)(=O)Cc1ccc(Cl)cc1)C(=O)Nc1cccc(C(F)(F)F)c1 (stereo not given)	0.02	0.09	-103
Nn1c(SCC(=O)NCc2ccc3c(c2)OCO3)nnc1C1CC1	0.26	0.59	-3
CCn1c(SCC(=O)Nc2ccc(N3CCOCC3)c(Cl)c2)nnc1-c1ccc(N)cc1	1.1	0.83	7
CCCC(=O)c1ccc(N2CCOCC2)c(F)c1	0.26	-0.13	/
Cc1ccc(CC2CC(=O)N(CC(=O)O)C2=O)cc1 (stereo not given)	0.57	0.32	25
Cc1nn(-c2ccccc2)c(Cl)c1C(=O)N(C)c1nc(-c2ccc(F)cc2)cs1	-1.1	-0.26	-17
O=C(NCCNC(=O)c1ccc([N+](=O)[O-])cc1)c1ccncc1	/	/	-29
CCCC(=O)Nc1cc(OC)c(OC)cc1C(=O)O	1	0.74	3
CSc1c[n+]2c(n1C)CCC2	0.7	0.55	-6
CCCCOc1ccc(C(=O)OC2CC(C)N(C)CC2C)cc1 (stereo not given)	-0.36	0.06	52
COc1cccc2cc(-c3cn4cccc(C)c4n3)c(=O)oc12	/	/	-256
Cc1onc(-c2ccccc2)c1C(=O)NNC(=S)NC(=O)/C=C/c1cccs1	1.1	1.9	/
CC1CCN(S(=O)(=O)N2CCC(C(=O)NCc3ccc4c(c3)OCO4)CC2)CC1	0.72	-0.6	-56
Cc1ccc2cc(C)c3nnc(SCC(=O)Nc4nc5c(s4)CCCC5)n3c2c1	-0.93	0.35	15
Cc1ccc(-n2c(C)cc(C(=O)COC(=O)c3c(C)noc3C)c2C)cc1	0.23	0.39	29
O=C(CSc1nc2c(c(=O)[nH]1)CCC2)Nc1cccc(Cl)c1	0.99	0.31	/
COc1ccc(NCc2nnc(SCc3ccc(Cl)cc3)n2-c2ccccc2)cc1	-1.6	-1.1	-38
CC(=O)n1c2c(c3ccccc31)OC(N)=C(C#N)C2c1ccc(C(C)C)cc1 (stereo not given)	-1.3	-0.97	10
Fc1ccc(/C=N/NC(=S)Nc2ccc(Cl)cc2)cc1F	0.1	0.01	/
CCN1C(=O)S/C(=C/c2ccc(Sc3nc4ccccc4[nH]3)o2)C1=O	-1	-1.5	/
CCOC(=O)C1CCN(c2c(N3CCCCCC3)c(=O)c2=O)CC1	0.28	0.11	/
CCOC(=O)c1sc2ncn(CC(=O)N(CC)CC)c(=O)c2c1C	0.67	-0.06	/
O=C(Cn1cnc([N+](=O)[O-])n1)N/N=C/c1ccc2ccccc2c1	-0.56	-0.73	/
CC(C)(C)NC(=O)c1ccccc1-c1nc(-c2ccccc2Cl)no1	-1.6	-1	-27
CC(=O)Nc1ccccc1-c1nc2ccc(C(=O)N3CCN(c4cc(C)ccc4C)CC3)cc2[nH]c1=O	0.65	0.35	/
Cc1ccc(C)c(OCc2nnc(N)s2)c1	2	1.5	-12
COc1ccc(Nc2oc(COc3cccc(C)c3)nc2C#N)cc1	-1.5	0.06	/
CC(C(=O)N(C1CC1)C1(C(=O)Nc2ccccc2)CCCC1)N1C(=O)c2ccccc2C1=O (stereo not given)	-0.99	1	-56
COc1cccc(CC(=O)n2nc(N)c3cc4ccc(OC)cc4nc32)c1	-2.3	-1.4	/

# Reformatted: 4 of the compounds above
SDO1 yeast rescue	SDO1 yeast rescue Rescue 24 h	Insulin prom inh	canonical_smiles
-1	-1.5	/	CCN1C(=O)S/C(=C/c2ccc(Sc3nc4ccccc4[nH]3)o2)C1=O
0.28	0.11	/	CCOC(=O)C1CCN(c2c(N3CCCCCC3)c(=O)c2=O)CC1
0.67	-0.06	/	CCOC(=O)c1sc2ncn(CC(=O)N(CC)CC)c(=O)c2c1C
-0.56	-0.73	/	O=C(Cn1cnc([N+](=O)[O-])n1)N/N=C/c1ccc2ccccc2c1

# Additional structures
Molecule	SDO1 yeast rescue	SDO1 yeast rescue Rescue 24 h	Insulin prom inh
c1ccc(-c2cnc(-c3cccnc3)o2)cc1	-0.5	-0.69	/
O=C(NCCCN1CCc2ccccc2C1)Nc1ccc(Cl)cc1	0.89	0.45	-21
COCc1c(C(=O)OCC(=O)N2c3ccccc3CC2C)oc2ccccc12 (stereo not given)	0.1	-0.16	/
CCCCOC(=O)CSc1nc2c(cc1C#N)C(=O)CC(C)(C)C2	0.63	0.25	-24
CCNC(=O)COC(=O)c1cc(C)n(-c2ccccc2)c1C	/	/	-33
COc1ccc(C(=O)NC2(C(F)(F)F)C(=O)Nc3c2c(=O)[nH]c(=O)n3CCc2ccc(OC)c(OC)c2)cc1 (stereo not given)	0.99	1.2	8
COC(=O)c1sccc1NC(=O)Cn1nnc(-c2ccccc2C)n1	/	/	23
COC(=O)CN(c1ccccc1OC)S(=O)(=O)c1ccccc1	-0.44	-0.69	50
CC(C)CNC(=O)c1cccc(NC(=O)C2CCCO2)c1 (stereo not given)	1.1	0.65	-438
Cc1cccc(NC(=O)CCC(=O)NCCO)c1	1.1	0.75	6
CCCc1nc2sc3c(=O)n(N)cnc3c2c2c1CCCC2	-1.2	-0.48	-22
CS(=O)(=O)N1CCc2cc(S(=O)(=O)N3CCN(Cc4ccc5c(c4)OCO5)CC3)ccc21	-0.14	0.38	38
O=C(Nc1ncnc2sc3c(c12)CCCC3)c1ccncc1	/	/	-25
CCN1CCN(c2cc(=O)n(Cc3ccc(F)cc3)c(=O)[nH]2)CC1	/	/	78*
CC(C)(C)C(=O)Cn1c(=N)n(Cc2ccccc2Cl)c2ccccc21	-2	-1.1	-3
Cc1onc(-c2c(Cl)cccc2Cl)c1C(=O)N1CCc2ccccc21	-1.3	-1.2	-33
O=C(O)c1ccc2c(=O)n3c(nc2c1)/C(=C/c1cccc(Cl)c1Cl)CCCC3	0.61	0.31	-19
CP(C)(=O)CCP(=O)(c1ccccc1)c1ccccc1	-0.58	-0.79	53
COc1cccc(NC(=O)C(=O)N2CCOCC2)c1	1.5	1.2	-186
O=C(CSc1ncnc2ccccc12)NCc1ccco1	1.2	0.77	8
CCOC(=O)c1ccccc1NC(=O)CSc1nccn1C	1.2	1.1	-92
C[C@H](NC(=O)c1ccccc1Cl)C(=O)OCCOc1cccc(Cl)c1	/	/	-67
CC(=O)N1CCN(c2ccc(S(=O)(=O)NCCN(C(C)C)C(C)C)cc2[N+](=O)[O-])CC1	0.24	-0.54	-69
COc1cccc(C(=O)OCC(=O)Nc2cc(C)c(C)cc2[N+](=O)[O-])c1	-0.28	-0.13	/
C/C(=N\N=C1/NC(=O)C(C)S1)c1ccco1 (stereo not given)	/	/	21
COc1ccc(NC(=S)N(CCCN2CCCCC2)Cc2cccs2)cc1	1.8	1.5	6
O=C(CSc1nnc(-c2ccncc2)n1-c1ccc(Cl)cc1)Nc1ccc(C(=O)O)cc1	/	/	55
O=C(NCc1cccs1)c1csc2c1CCCCC2	-1.9	-1.8	/
CN(C)c1nc(SCCOC(=O)Nc2ccccc2)nc(N(C)C)n1	-1	-0.78	12
CCOCCCn1c(SCC(=O)Nc2cc(C(C)(C)C)nn2-c2ccccc2)nc2ccccc2c1=O	-0.59	0.54	-20
CCCCNC(C(=O)Nc1ccc(Cl)c([N+](=O)[O-])c1)c1ccccc1 (stereo not given)	-0.22	-0.36	-28
COc1ccc(C2NC(=S)N(c3ccccc3)C(C)=C2C(=O)Nc2ccccc2)cc1 (stereo not given)	0.76	0.7	17
Cc1ccnc(NS(=O)(=O)c2ccc(NC(=O)Cc3cccs3)cc2)n1	-0.21	-0.33	29
Cc1cc(NC(=O)CCCC(=O)O)nc(C)n1	0.68	1	44
CN(Cc1ccccc1)C(=O)c1ccco1	/	/	8
CC(C)NC(=O)NC(=O)COc1cccc2c1OC(C)(C)C2	0.09	-0.08	-91
Cc1nn(-c2ccccc2)c(N2CCCCC2)c1/C=N/O	-0.97	-0.44	/
Cc1ccc(NC(=O)C(NS(=O)(=O)c2cccc3nsnc23)C(C)C)nc1 (stereo not given)	0.96	0.83	/
O=C(c1ccc(CN2CCOCC2)cc1)N1CCC(Cc2ccccc2)CC1	-0.64	-0.82	/
O=C1CNC(=O)N1Cc1ccc(Br)cc1	-0.25	-0.22	-9
CCCn1c(SCC(=O)Nc2nnc(C)s2)nnc1-c1ccoc1C	-0.23	-0.6	/
CCc1ccc2c(COC(=O)CNS(=O)(=O)c3ccc(NC(C)=O)cc3)cc(=O)oc2c1	1.7	1.8	6
c1ccc(CSc2nnc(NC3=NCCCCC3)s2)cc1	-1.9	-0.98	46
COc1ccc(C)cc1S(=O)(=O)N(CC(=O)Nc1cccc([N+](=O)[O-])c1)c1ccc(C)cc1	-0.71	-0.81	/
N#CCCn1cc(/C=N/NC(=O)c2ccncc2)c(-c2ccccc2)n1	1.3	0.46	29
Cc1ccc2[nH]c(=O)c(CN(Cc3nnnn3Cc3ccccc3)C3CCCC3)cc2c1	-1.7	-1.8	48
O=C(CCc1nnc(CCCc2ccccc2)o1)NCCc1ccco1	/	/	48
O=C(CCCn1c(SCC(=O)NCC2CCCO2)nc2ccccc2c1=O)NCc1ccccc1 (stereo not given)	1	-0.31	6
c1cn(CCCNC2=NCCCCC2)cn1	0.52	-0.31	/
NC(=O)CSc1oc(-c2cccs2)nc1S(=O)(=O)c1ccccc1	0.68	0.71	17
COCCCNC(=O)c1ccc(-c2csc(C)n2)cc1	/	/	-7
Cc1ccc(S(=O)(=O)N2CCC(n3nnc4cc(C)ccc43)CC2)cc1	-0.55	-0.6	38
CCOC(=O)C(CO)(NC(C)=O)C(=O)OCC	0.53	-0.51	/
CC(NC(=O)c1ccc(Cl)cc1)C(=O)N1CCCCC1 (stereo not given)	-0.53	-0.94	/
Cn1nnc2cc(C(=O)Nc3ccccc3)ccc21	/	/	-7
COc1ccc(Cl)cc1C(=O)Nc1nnn(C)n1	2.3	3	/
Cc1cc(C(=O)Nc2c(C)nn(Cc3ccccc3Cl)c2C)no1	-0.24	-0.59	/
CCCN1C2CCCC1CC(NC(=O)c1ccc(F)cc1)C2 (stereo not given)	1.9	1.4	-43
COc1cccc(C(=O)Cn2c(=O)n(CC3CCCO3)c(=O)c3ccccc32)c1 (stereo not given)	-0.73	0.27	-24
O=S(=O)(N1CCCCC1)N1CCCN(S(=O)(=O)N2CCCCC2)CC1	-0.08	0.25	5
COc1ccc(C(=O)/C=C/Nc2ccc(S(=O)(=O)Nc3nc(C)cc(C)n3)cc2)cc1OC	1.5	0.92	/

# Compound activity (PubChem BioAssay)
